HTR5A inv ctr = counter-screen for OPRM1-OPRD1 inverse agonists: human HTR5A inverse agonism. AID 504634. 340,000 compounds, 0.083% hits. inhibition, % at 9.3 µM. HTR5A cell line, luminescence; in the data active = inhibition mostly above about 23%, no sharp cut-off; inactive = mostly below about 18%;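 also: 0% = cells with DMSO and 100% = no-cell wells with DMSO; some compounds called inactive have numbers as strong as hits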
phage Ecoli inh = E. coli growth loss with phage present; growth absorbance; 360,000 compounds, 0.26% hits; inhibition, % at 11.9 µM; in the data active = inhibition above about 11%
Tat transport = blocks Tat-dependent protein export in E. coli | 340,000 compounds, 0.036% hits | E. coli MC4100 TorA-mCherry Tat export, fluorescence | AID 488895 | inhibition, % at 10 µM;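 active = mean replicate inhibition at least 50% and at least half of replicates individually reaching 50%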;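 also: exported cargo escapes ClpAP degradation while cytoplasmic cargo is degraded and loses fluorescence; 0% = median of neutral control wells and 100% = median of NaSCN control wells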
DAGLB inhibitor = diacylglycerol lipase beta (human) inhibition; AID 504411; 340,000 compounds, 0.059% hits; Q8NCG7; inhibition, % at 5.17 µM; HEK293T DAGLB membrane lysate, EnzChek fluorogenic substrate; in the data active = inhibition above about 34%;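 also: 0% = enzyme with vehicle and 100% = wells lacking enzyme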
Target sequence (Q8NCG7 whole entry, looked up): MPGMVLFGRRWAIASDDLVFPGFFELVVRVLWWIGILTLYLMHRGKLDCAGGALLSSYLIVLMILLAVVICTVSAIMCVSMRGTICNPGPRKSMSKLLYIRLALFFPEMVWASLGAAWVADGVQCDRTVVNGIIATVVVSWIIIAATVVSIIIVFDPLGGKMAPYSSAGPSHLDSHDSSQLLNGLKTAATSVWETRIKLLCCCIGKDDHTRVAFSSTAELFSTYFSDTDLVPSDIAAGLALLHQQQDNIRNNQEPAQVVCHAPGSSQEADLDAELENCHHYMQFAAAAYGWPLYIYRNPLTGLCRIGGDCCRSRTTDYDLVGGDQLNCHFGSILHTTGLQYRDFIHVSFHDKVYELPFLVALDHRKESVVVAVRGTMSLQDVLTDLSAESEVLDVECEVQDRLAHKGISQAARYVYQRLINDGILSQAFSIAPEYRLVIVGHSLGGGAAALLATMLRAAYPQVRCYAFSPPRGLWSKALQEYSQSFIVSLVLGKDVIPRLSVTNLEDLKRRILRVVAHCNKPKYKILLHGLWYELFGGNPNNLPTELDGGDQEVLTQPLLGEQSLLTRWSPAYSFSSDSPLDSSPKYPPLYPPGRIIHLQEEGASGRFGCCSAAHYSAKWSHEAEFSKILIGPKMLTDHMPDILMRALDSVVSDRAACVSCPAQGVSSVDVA
HTR5A ag = counter-screen for OPRM1-OPRD1 agonists: human HTR5A agonism | P47898 | HTR5A agonist assay, luminescence, cell-based | activation, % at 9.3 µM | 340,000 compounds, 0.61% hits; in the data active = activation mostly above about 9.5%, no sharp cut-off; inactive = mostly below about 7.6%;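 also: 0% = cells with vehicle only and 100% = reference agonist; strong numbers were not always called active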
CDK5 p35 inh = inhibitors of human CDK5/p35 kinase; Q00535+Q15078; Recombinant CDK5/p35, ADP-Glo luminescence, 60 min; inhibition, % at 10 µM; 330,000 compounds, 0.01% hits; AID 488839;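 active = highest replicate inhibition of at least 50% and at least 75% of replicates reaching 50%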;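 also: plate controls were DMSO neutral control for no effect and GW8510 at 10 µM for full effect; many of its hits are not listed in these tables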
E coli growth = reduces bacterial viability in AddAB counter-screen. E. coli V3065 growth, OD600 absorbance, 18 h. inhibition, % at 11.9 µM. 330,000 compounds, 0.27% hits. AID 449728;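 active = inhibition above the campaign's mean inhibition across all tested compounds plus 3 SD, cut at about 9.9% in these data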;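 also: uninfected addAB+ strain grown without phage in ampicillin broth; 0% = DMSO wells and 100% = ciprofloxacin 0.95 µg/ml wells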
SUMO Mot1 rescue = blocks SUMOylation pathway, rescuing yeast Mot1-301 growth; 320,000 compounds, 1% hits; AID 2716; S. cerevisiae Mot1-301 growth rescue, ATP luminescence, 38.5C; percent above DMSO median, 100 means doubled; growth rescue, % at 18.8 µM;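 active = every valid replicate shows activation above 250% relative to neutral control wells; inactive = the rest, any valid replicate at or below 250%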;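 also: OY570 slx delta 5 strain wells were the positive control but not used for scaling; some compounds called inactive have numbers as strong as hits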
PKA-R2B activ = activators of human PKA-R2B complex; P22694+P31323; 340,000 compounds, 0.079% hits; activation, % at 11.4 µM; PKA-R2B holoenzyme dissociation, Cy5-IP20 fluorescence polarization; R2B truncated from residue 108, S112A mutant; 0% DMSO only, 100% 113 µM cGMP; AID 504700;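 active = activation above a cutoff set at the mean over all compounds plus 3 SD, cut at about 18% in these data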;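 also: higher means more holoenzyme dissociation and a rise in polarization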
Target sequence (P31323 whole entry, looked up, other chains not shown, the tested form may be a part): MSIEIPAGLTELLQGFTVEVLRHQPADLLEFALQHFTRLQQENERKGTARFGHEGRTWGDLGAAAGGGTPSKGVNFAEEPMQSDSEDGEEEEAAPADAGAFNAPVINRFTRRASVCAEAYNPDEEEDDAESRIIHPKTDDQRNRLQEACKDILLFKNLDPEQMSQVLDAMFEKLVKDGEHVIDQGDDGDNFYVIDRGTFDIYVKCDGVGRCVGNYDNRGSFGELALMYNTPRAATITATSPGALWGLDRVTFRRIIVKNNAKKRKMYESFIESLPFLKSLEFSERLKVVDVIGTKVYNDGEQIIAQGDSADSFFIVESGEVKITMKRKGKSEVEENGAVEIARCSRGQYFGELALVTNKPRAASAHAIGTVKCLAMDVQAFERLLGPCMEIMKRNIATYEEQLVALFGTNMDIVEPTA
AddAB inh = less growth of phage-infected E. coli with AddAB; AID 435030; E. coli expressing H. pylori AddAB, absorbance growth; inhibition, % at 11.9 µM; 330,000 compounds, 0.29% hits; in the data active = inhibition above about 12%;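 also: 0% = vehicle wells of infected cells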
PKA-R1A activ = activates the PKA-R1A holoenzyme complex; PKA-R1A dissociation, Cy5-IP20 fluorescence polarization; scaled: DMSO 0%, 113 µM cGMP 100%; activation, % at 11.4 µM; P00514+P68181; AID 504707; 340,000 compounds, 0.083% hits;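 active = percent activation above the mean of all tested compounds plus 3 SD, cut at about 19% in these data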;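 also: higher means more PKAc released from R1A so a rise in polarization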
Starred values were filed as active, the others as inactive; / = no result given.

SMILES | HTR5A inv ctr | phage Ecoli inh | Tat transport | DAGLB inhibitor | HTR5A ag | CDK5 p35 inh | E coli growth | SUMO Mot1 rescue | PKA-R2B activ | AddAB inh | PKA-R1A activ
O=C(Cc1ccc([N+](=O)[O-])cc1)NNC(=O)c1ccc2c(c1)OCO2 | -21 | 2.1 | -7 | -3 | -5 | -1.6 | / | 8 | -1 | / | 5
Cc1ccc(C)c(OCCC(=O)OCC(=O)NCCNC(=O)COC(=O)CCOc2cc(C)ccc2C)c1 | -6 | 0.7 | 13 | -3 | 3 | 0.8 | 0.3 | -3 | -2 | -1.4 | -15
NS(=O)(=O)c1cccc(NC(=O)COC(=O)c2cc(Cl)ccc2[N+](=O)[O-])c1 | -1 | -0.5 | -6 | -1 | 0 | 0.1 | 0.8 | -18 | 2 | 2.0 | -10
Cc1c(C(=O)O)sc2nc(SCC(=O)Nc3ccc(S(=O)(=O)NCCCC(=O)O)cc3)[nH]c(=O)c12 | -20 | 4.3 | 0 | -1 | -3 | -3.9 | 0.6 | -7 | 2 | -0.2 | -10
O=C(Nc1ccc(-c2n[nH]c(=S)o2)cc1)c1ccccc1 | -4 | 1.1 | -1 | 6 | 1 | 2.1 | -3.5 | 1 | -8 | -1.5 | -3
COc1ccc(C2/C=C\CN(C(=O)c3ccccc3)CC(=O)N2Cc2cccc(F)c2)cc1 (stereo unspecified) | 10 | 1.0 | 2 | -4 | -3 | -0.7 | -4.1 | / | -6 | -2.7 | -3
N=C1C(c2ccccc2)=C(O)CN1CCO | -18 | 3.6 | -5 | -1 | 2 | 1.2 | -0.1 | 16 | -18 | 0.0 | -3
Clc1ccccc1CSC1=NCCN1 | -12 | 4.1 | -6 | -3 | 1 | 0.4 | -0.9 | -12 | 0 | -0.3 | -9
Cc1cc(C)n(CCC(=O)N2CCCC(N3CCN(c4cccc(Cl)c4)CC3)C2)n1 (stereo unspecified) | -6 | -0.9 | 16 | 2 | 4 | -0.4 | -1.3 | 13 | -2 | 0.4 | -5
CSc1oc(-c2ccc(F)cc2)nc1S(=O)(=O)c1ccc(F)cc1 | -10 | 0.7 | -4 | -1 | 1 | 0.8 | 0.9 | 48 | 9 | 2.9 | -6
COc1ccc(N2C(=NC(=O)c3ccc(Br)cc3)SC3CS(=O)(=O)CC32)cc1 (stereo unspecified) | -18 | 1.7 | -5 | 2 | 7 | 1.8 | 0.0 | 6 | 0 | -2.8 | 2
Cc1ccc(C)c(SCC(=O)Nc2ccc(C)c(S(=O)(=O)N3CCOCC3)c2)c1 | -8 | 2.4 | 15 | -6 | 1 | -0.6 | 0.0 | 23 | -2 | 0.5 | -3
COc1ccccc1NC(=O)CSc1nnc(CCC(=O)Nc2ccccc2F)n1C | -32 | 0.1 | 1 | 0 | 2 | 1.4 | -1.7 | / | 8 | -0.1 | 0
C=CCOC(=O)/C(=C\C=C\c1ccccc1)NC(=O)c1ccccc1 | 3 | 2.6 | -5 | -3 | -1 | -0.2 | -0.6 | -5 | -3 | -0.3 | -10
O=C(NC1CCSc2ccccc21)c1ccc(Cl)c(S(=O)(=O)N2CCOCC2)c1 (stereo unspecified) | 19 | 2.2 | 10 | -1 | 2 | -0.6 | 2.8 | -12 | -14 | 0.1 | -5
COc1ccc(OCCC(=O)OCC(=O)Nc2cccc(Br)c2)cc1 | -2 | -1.2 | 3 | -3 | 5 | 1.5 | -0.5 | -2 | -1 | 3.9 | -6
Cc1c(C=O)c2ccccc2n1CC(=O)O | 5 | 0.3 | -12 | -2 | -7 | 0.7 | 2.1 | -10 | -4 | -5.8 | -15
COc1ccc(-n2c(SCC(=O)Nc3ccc4c(c3)OCO4)nnc2C(C)N2CCCCC2)cc1 (stereo unspecified) | -10 | 0.5 | -3 | -1 | 1 | -0.5 | 0.0 | 40 | -13 | -0.8 | -14
O=C(CN(Cc1cccs1)C(=O)CN1C(=O)COc2ccccc21)NCc1ccco1 | -15 | 1.6 | -11 | 3 | -2 | 2.6 | -0.2 | 1 | 6 | -1.1 | 0
O=C(/C=C/c1cc2c(cc1Br)OCO2)NCc1ccc(F)cc1 | -24 | 2.1 | -6 | -1 | 9 | 0.1 | -0.4 | 66 | 6 | 0.6 | -11
COCCOC(=O)c1c(C)oc2ccc(NS(=O)(=O)c3cccs3)cc12 | -11 | 1.6 | -3 | -1 | 4 | 1.2 | 0.2 | -8 | 6 | 4.1 | 3
Nc1ncnc2c1ncn2Cc1ccccc1 | 5 | 3.1 | -18 | 1 | 5 | -0.8 | -0.6 | 7 | -12 | 5.2 | -6
Cc1cccc(NC(=O)c2cc(-c3cc(Cl)ccc3O)n[nH]2)c1 | -1 | / | -2 | 5 | 0 | -1.4 | 1.8 | -2 | 6 | 0.2 | -1
CCc1ccc(NC(=S)/N=C(\N)Nc2nc(C)c3cc(CC)ccc3n2)cc1 | 6 | 0.5 | 4 | -14 | -2 | -1.9 | 3.2 | 4 | -6 | 2.6 | -3
CC(=O)N1CCc2cc(S(=O)(=O)N3CCc4ccccc43)ccc21 | -2 | 1.2 | 12 | -2 | 5 | -10 | -0.9 | -17 | -4 | -1.5 | -12
CCCNC(=O)c1ccccc1NC(=O)c1ccc2c(=O)n3c(nc2c1)CCC3 | 13 | 2.5 | 2 | 0 | -5 | 0.7 | -0.8 | 8 | -17 | 0.6 | -12
COc1ccc(NS(=O)(=O)c2cccc(C(=O)NCCCN3CCOCC3)c2)cc1 | -10 | 1.5 | 1 | 2 | 10 | -0.8 | -1.1 | -17 | 8 | 1.4 | 5
S=C(Nc1cccc(Br)c1)c1ccccc1 | -11 | 4.0 | -10 | 1 | 5 | -0.5 | -2.1 | 157 | -10 | 1.0 | 1
Cc1c(C(=O)NCCO)sc2nc3n(c(=O)c12)CCC3 | 8 | 3.0 | -8 | -1 | -3 | 0.3 | 2.9 | -9 | -10 | 1.6 | -7
CCOc1ccc(S(=O)(=O)Nc2cccc(C(=O)N3CCN(C(C)=O)CC3)c2)cc1 | -15 | 1.9 | 9 | -2 | 5 | 0.2 | 1.4 | 2 | -7 | 1.9 | -6
COc1ccc2sc(N(CCCN(C)C)C(=O)c3ccc(S(=O)(=O)N4CCCC4)cc3)nc2c1 | 14 | -0.2 | 2 | 1 | 5 | 0.1 | 2.1 | -1 | -9 | -0.2 | -5
COC(=O)c1ccc(CN2C(=O)NC3(CCCCC3C)C2=O)o1 (stereo unspecified) | -27 | 2.4 | -3 | -1 | -2 | -0.8 | -0.2 | 168 | 0 | 0.7 | 4
Cc1cccc(C)c1OCC(=O)Nc1c(C)nn(C)c1C | 16 | 3.2 | -6 | 0 | 4 | -0.1 | -2.5 | 1 | 0 | 1.3 | -10
Cc1cc(C)n(-c2nc(Nc3ccccc3)nc(-n3nc(C)cc3C)n2)n1 | 6 | 1.4 | 9 | -1 | -1 | 2.7 | -3.4 | -2 | -1 | -3.3 | 3
CNC(=O)c1cc2ccccc2o1 | -4 | 0.7 | -7 | -1 | 0 | 0.3 | 1.1 | 2 | 0 | 2.2 | -11
CN1CCN(S(=O)(=O)c2cccc(C(=O)N(C)C(c3ccccc3)c3ccccc3)c2)CC1 | -8 | -0.8 | -2 | 2 | -2 | -1.6 | -0.6 | -14 | -10 | 1.7 | 3
COCCNC(=O)C(c1ccc(O)cc1)N(Cc1cccs1)C(=O)CCC(=O)Nc1ccccn1 (stereo unspecified) | -5 | 1.7 | 7 | 1 | 2 | -0.8 | -1.1 | -12 | -2 | -0.1 | -11
Cc1cc(=O)[nH]c(N/N=C/c2c(F)c(F)c(F)c(F)c2F)n1 | -5 | 5.1 | 1 | -4 | 1 | -3.6 | 1.4 | -2 | 0 | 2.6 | -2
O=C(Nc1ccc(Oc2ccccc2)nc1)C1CCCCN1Cc1ccc(O)cc1 (stereo unspecified) | -10 | 0.6 | -5 | 1 | 3 | -0.3 | 0.5 | 4 | -7 | -0.6 | -6
CCC(C)(C)NC(=O)C(c1ccc(C)cc1)N(CCN1CCOCC1)C(=O)CNC(=O)c1cccs1 (stereo unspecified) | -36 | 4.3 | 4 | -1 | -3 | -0.7 | 0.2 | -11 | 1 | 0.9 | -3
Cc1cc(Nc2ccccc2)nc(N2CCN(C(=O)c3ccc4c(c3)OCO4)CC2)n1 | 0 | 5.8 | -10 | 0 | 1 | 0.4 | 1.0 | -16 | -13 | 1.5 | 1
CCN1CCN(c2nc3c(c(=O)n(C)c(=O)n3C)n2CCSc2nccc(C)n2)CC1 | -2 | 1.9 | 0 | 1 | 3 | -2.3 | -2.0 | 117 | 0 | 2.1 | -5
Cc1ccc(C(=O)NCc2ccco2)cc1S(=O)(=O)N1CCOCC1 | -22 | 1.3 | -2 | -1 | 0 | 0.5 | 1.0 | -14 | 3 | -1.3 | -4
CCOC(=O)C1(Cc2cccc(F)c2)CCN(C(=O)C2CCC2)CC1 | -12 | 5.0 | 0 | -1 | 4 | -0.3 | 0.6 | 22 | 3 | 2.5 | -11
O=C(O)CCn1[nH]c(=O)ccc1=O | -13 | 2.2 | -7 | 3 | 2 | -2.3 | -1.9 | -17 | -7 | 0.5 | 4

Among those listed so far, 3 contain a COOH group.
SMILES | HTR5A inv ctr | phage Ecoli inh | Tat transport | DAGLB inhibitor | HTR5A ag | CDK5 p35 inh | E coli growth | SUMO Mot1 rescue | PKA-R2B activ | AddAB inh | PKA-R1A activ
Cc1c(C(=O)O)sc2nc(SCC(=O)Nc3ccc(S(=O)(=O)NCCCC(=O)O)cc3)[nH]c(=O)c12 | -20 | 4.3 | 0 | -1 | -3 | -3.9 | 0.6 | -7 | 2 | -0.2 | -10
Cc1c(C=O)c2ccccc2n1CC(=O)O | 5 | 0.3 | -12 | -2 | -7 | 0.7 | 2.1 | -10 | -4 | -5.8 | -15
O=C(O)CCn1[nH]c(=O)ccc1=O | -13 | 2.2 | -7 | 3 | 2 | -2.3 | -1.9 | -17 | -7 | 0.5 | 4

The listing continues:
SMILES | HTR5A inv ctr | phage Ecoli inh | Tat transport | DAGLB inhibitor | HTR5A ag | CDK5 p35 inh | E coli growth | SUMO Mot1 rescue | PKA-R2B activ | AddAB inh | PKA-R1A activ
N#Cc1ccncc1S(=O)c1ccc(Cl)cc1 (stereo unspecified) | -8 | -0.8 | 6 | -1 | 2 | -1.5 | 0.7 | 209 | 5 | -1.7 | 7
CCCN1CCN(C(=O)CCc2nnc3ccc(N4CCN(c5cccc(OC)c5)CC4)nn23)CC1 | 3 | -0.3 | -8 | -4 | -1 | 0.8 | 0.9 | 6 | 6 | 4.8 | 7
O=C(NCCCC1CCCC1)C1CCC(=O)N(Cc2cccc(C(F)(F)F)c2)C1 (stereo unspecified) | 15 | -0.7 | 17 | 2 | 0 | 1.6 | / | -8 | -8 | / | -14
O=C(CCC(=O)NNc1nc2ccccc2c2nc(-c3ccccc3)nn12)NCCCN1CCCC1=O | -13 | 0.2 | -4 | 0 | 5 | 0.8 | -1.6 | -13 | -1 | 1.2 | 4
COCCn1c(Cc2ccccc2)nnc1SCc1nc2ccccc2c(=O)[nH]1 | -1 | 1.7 | -2 | -1 | 0 | -0.8 | -2.6 | 36 | 2 | 1.9 | -2
COc1cc2c(cc1OC)/C(=C/C(=O)c1ccc([N+](=O)[O-])c(C)c1)NCC2 | -14 | 1.8 | 3 | -1 | 3 | 0.7 | / | / | 2 | / | -7

Screens as filed in PubChem BioAssay.
